High-throughput results: PubChem, Sanford-Burnham Center for Chemical Genomics
PLAP act: PLAP enzyme activators, biochemical, luminescence, HTS; activation fold at 20 µM; hit rate 1.2% among 96,000; purified PLAP enzyme, luminescent substrate read-out; active compounds read high; in the data active = activation fold above about 2
PTK2B oligo ant: antagonists of Pyk2 self-association, primary screen, Q293 cells, FERM NanoBiT luminescence, HTS | Protein-tyrosine kinase 2-beta (Homo sapiens), Q14289 | z-score (the deposit names both 25 µM and 10 µM) | hit rate 0.83% among 99,000 | AID 1347419, 2020 | active compounds read low;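 active = Z-score of -3 or lower, scaled per plate to the spread of control and sample wells; inactive = z-score above -3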;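 note: negative z-score means lost luminescence so less FERM oligomerization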
Target sequence (Q14289 whole entry, looked up): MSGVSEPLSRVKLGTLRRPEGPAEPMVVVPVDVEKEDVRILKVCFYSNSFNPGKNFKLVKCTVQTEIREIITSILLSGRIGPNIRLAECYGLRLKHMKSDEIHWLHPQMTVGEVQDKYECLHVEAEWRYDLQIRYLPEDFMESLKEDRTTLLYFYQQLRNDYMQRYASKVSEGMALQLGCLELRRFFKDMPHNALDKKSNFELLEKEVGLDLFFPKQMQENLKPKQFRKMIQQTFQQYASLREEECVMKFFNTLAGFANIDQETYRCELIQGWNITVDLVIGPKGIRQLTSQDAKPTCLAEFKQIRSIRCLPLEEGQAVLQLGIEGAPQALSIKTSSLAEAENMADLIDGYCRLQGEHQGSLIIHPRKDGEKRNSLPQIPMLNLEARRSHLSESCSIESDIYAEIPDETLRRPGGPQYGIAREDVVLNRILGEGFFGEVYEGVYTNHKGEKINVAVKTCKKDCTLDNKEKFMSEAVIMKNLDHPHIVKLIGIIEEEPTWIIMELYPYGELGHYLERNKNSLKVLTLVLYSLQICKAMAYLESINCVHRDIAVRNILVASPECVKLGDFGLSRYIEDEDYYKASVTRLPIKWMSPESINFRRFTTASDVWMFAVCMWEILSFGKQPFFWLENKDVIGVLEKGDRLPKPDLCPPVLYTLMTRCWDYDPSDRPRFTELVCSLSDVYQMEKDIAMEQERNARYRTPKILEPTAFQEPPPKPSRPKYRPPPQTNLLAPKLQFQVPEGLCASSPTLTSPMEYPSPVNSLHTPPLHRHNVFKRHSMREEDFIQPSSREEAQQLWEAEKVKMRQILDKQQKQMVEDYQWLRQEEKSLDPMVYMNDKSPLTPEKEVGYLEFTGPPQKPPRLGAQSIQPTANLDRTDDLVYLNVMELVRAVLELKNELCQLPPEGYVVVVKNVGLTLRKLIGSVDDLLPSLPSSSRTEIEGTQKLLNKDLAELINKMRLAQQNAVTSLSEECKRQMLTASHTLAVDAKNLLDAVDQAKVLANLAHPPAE
CYP2C19 inhib: blockers of cytochrome P450 2C19 activity – biochemical, luminescence, ADME assay, primary screen | inhibition, % at 5 µM | hit rate 21% among 96,000 | AID 778, 2007 | CYP2C19 Supersomes, luciferin-H EGE luminescence, 30 min;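 active = CYP2C19 inhibition above a set limit at 5 µM in the primary screen, cut at about 50% in these data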;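 note: plate controls were negative control wells for no effect and 2.5 mM tranylcypromine positive control for full effect; values of inactives mirror those of a sister screen read the other way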
CYP2C9 act: human CYP2C9 activators, primary screen, biochemical, luminescence. Cytochrome P450 2C9 (Homo sapiens), P11712. activation factor at 5 µM. recombinant CYP2C9, luciferin-H conversion; active compounds read high; factor 1 = untreated enzyme, 0 = blocked. hit rate 1.4% among 96,000;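 active = activation factor of 2 or more for CYP2C9 at a 5 µM dose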;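 note: 0 = sulfaphenazole-blocked wells and 1 = vehicle-only wells; values of inactives mirror those of a sister screen read the other way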
CYP2C19 act: human CYP2C19 activators, primary screen, biochemical, luminescence; Cytochrome P450 2C19 (Homo sapiens), P33261; recombinant CYP2C19, luciferin-H EGE luminescence; active compounds read high; 0 = fully inhibited enzyme, 1 = untreated enzyme; activation factor at 5 µM; 96,000 tested, under 10 active;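 active = activation factor of at least 2 at 5 µM in the primary screen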;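 note: 0 = wells with 2.5 mM tranylcypromine and 1 = vehicle-only wells; values of inactives mirror those of a sister screen read the other way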
CD11b adhes inh: inhibitors of CD11b/CD18 adhesion to fibrinogen, primary screen, K562 cells, luminescence. inhibition, % at 10 µM. ATPlite luminescence; Mn2+ added to activate the integrin. hit rate 0.54% among 93,000;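 active = primary inhibition of 50% or more at 10 µM, then 40% or more on retest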; note: some results filed as inactive read as strong as hits
MT1-MMP txn act: MT1-MMP promoter reporter activation – cell-based, luciferase luminescence, primary screen; HT1080 MT1-MMP promoter luciferase reporter, overnight; active compounds read high; activation factor at 10 µM; hit rate 0.16% among 86,000; AID 750, 2007;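 active = activation factor of at least 2 for MT1-MMP transcription at 10 µM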
CYP2C9 inh: blockers of cytochrome P450 2C9 activity – biochemical, luminescence, ADME assay, primary screen; P11712; CYP2C9 Supersomes, luciferin-H conversion; inhibition, % at 5 µM; hit rate 20% among 96,000; AID 777, 2007;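 active = blocking of liver enzyme CYP2C9 beyond about 50% at 5 µM, limit read from the data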; note: values of inactives mirror those of a sister screen read the other way
Mac1 fbg enh: enhancers of CD11b/CD18 adhesion to fibrinogen, primary screen, K562 cells, luminescence; Integrin beta-2 (Homo sapiens) + Integrin alpha-M (Homo sapiens), P05107+P11215; hit rate 0.07% among 93,000; activation, % at 10 µM; AID 1499, 2009; ATPlite luminescence;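 active = 10 µM primary screen giving 50% or more activity, confirmed by 40% or more on retest at that dose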; note: strong numbers were not always called active; reference of the scale not given here
Starred values were filed as active, the others as inactive; · = not tested or not shown.

SMILES	PLAP act	PTK2B oligo ant	CYP2C19 inhib	CYP2C9 act	CYP2C19 act	CD11b adhes inh	MT1-MMP txn act	CYP2C9 inh	Mac1 fbg enh
Cc1ccc(-c2noc(C3CCCN(C(=O)c4c(F)cccc4F)C3)n2)cc1 (centres undefined)	1.8	-1.76	77.8*	0.1	0.2	32.2	1.1	90.8*	-3.7
Cc1c(C(O)CN2CCN(Cc3ccc4c(c3)OCO4)CC2)c2ccccc2n1C (centres undefined)	1.4	-0.31	1.3	0.9	1	-5.2	1	7.6	0.2
c1cc(C2OCCN2CC2COC3(CCCC3)O2)ccn1 (centres undefined)	1.3	0.76	24.3	0.8	0.8	-2.0	1.1	21.6	-3.4
O=C(Nc1ccc(Oc2ccccc2)cc1)c1cnc2n(c1=O)CCS2	0.9	·	0.9	0.9	1	2.7	1.1	5.3	3.4
CCOc1ccc(CCNC(=O)C2CCN(C(=O)N(C)C)CC2)cc1OCC	1.2	0.87	3.9	0.9	1	-5.8	1.1	8.0	-0.9
CCCCN(CC)CCNC(=O)C1c2cc(OC)c(OC)cc2C(=O)N2CCc3ccccc3C12 (centres undefined)	2*	0.38	31.5	0.9	0.7	·	1.1	5.7	·
CC(C)(C)NC(=O)NC(=O)COC(=O)COc1ccc2c(c1)CCC2	1.1	0.64	50.0*	0.8	0.5	12.2	1.1	24.9	-0.8
Cc1cccc(OCCNc2cc(N3CCOCC3)ccc2[N+](=O)[O-])c1	0.9	-1.7	0.1	1.1	1	-21.6	·	-7.4	1.8
Cc1nc2ccccn2c1C(=O)NCc1cccnc1	0.8	-0.39	48.9	0.9	0.5	-16.6	1	9.2	-1.2
CCN(CC)C(=O)CSCc1cnn(-c2ccccc2)c1-n1cccc1	1.4	-0.62	49.6	0.6	0.5	-2.1	1.1	38.6	2.1
O=C1CC(C(F)(F)C(F)(F)C(F)(F)C(F)F)=Nc2ccccc2N1	0.9	-0.81	60.3*	0.8	0.4	4.7	1.2	19.9	-5.4
O=C(CNCCC1=CCCCC1)Nc1ccc(N2CCCCCC2)cc1	1.5	-0.28	0.4	1	1	32.0	1.1	2.5	4.0
Nc1cccc(C(=O)Nc2ccco2)c1	0.9	0.46	97.9*	0.2	0	-11.9	1.3	79.1*	5.8
N#Cc1c(NC(=O)c2ccccc2)sc2c1CCC2	0.8	0.29	7.9	0.9	0.9	-39.1	·	5.1	-1.3
COc1ccc(-c2nnc(SCc3ccccc3F)o2)cc1OC	0.9	0.66	18.2	1.1	0.8	-13.3	1.6	-12.3	2.1
Oc1c(CN2CCN(c3ccccn3)CC2)cc(Cl)c2cccnc12	1.8	1.06	-0.9	1	1	-29.3	0.8	-4.4	2.5
CCn1ncc(C2=NOC(C(=O)Nc3cccnc3)C2)c1C (centres undefined)	1	0.06	10.4	0.8	0.9	-2.6	1.1	18.1	2.5
COc1cc(C)c(C(C)C)cc1S(=O)(=O)N1CCOCC1	1.5	-1.26	33.5	2*	0.7	-1.5	1.2	-99.3	1.4
CCOC(=O)N1CCN(C(=O)CN(C2CCCCC2)S(=O)(=O)c2ccc(C)cc2)CC1	1.6	1.12	21.6	0.8	0.8	-18.4	1.2	23.6	5.9
c1ccc(-c2nc(C3CCCCC3)no2)cc1	0.8	-0.26	3.5	1	1	-16.1	1.4	-2.0	-2.0
CCOC(=O)C(C)Oc1cccc2c(=O)n(CC(=O)Nc3ccc(OCC)cc3)ccc12 (centres undefined)	0.9	·	8.5	0.8	0.9	-4.5	·	21.2	2.5
O=C(CCn1c(=O)[nH]c2ccccc2c1=O)NCCCN1CCN(c2cccc(Cl)c2)CC1	1.1	-0.19	13.5	0.7	0.9	-12.8	1.2	29.1	-0.2
CCOC(=O)C1CCCN(C(=O)c2cc3c(-c4cccc(OC)c4)nn(C)c3s2)C1 (centres undefined)	1.3	-0.58	36.9	0.3	0.6	29.4	0.9	68.0*	0.3
COc1ccc(/C=N/n2c(-c3cccs3)n[nH]c2=S)cc1	0.9	-0.46	-4.6	0.7	1	·	·	31.7	·
CCOC(=O)c1nnn(CC(=O)Nc2cccc(Cl)c2C)c1C(=O)OCC	0.9	0.47	93.6*	0.3	0.1	-40.9	·	67.2*	-5.2
COc1cccc(C2C(C(=O)OC(C)C)=C(C)Nc3ncnn32)c1 (centres undefined)	1	-1.09	29.6	0.5	0.7	-18.3	1	48.0	-0.5
Cc1cccc(C)c1NC(=O)N1CCC(N2CCCCC2)CC1	1.1	1.06	-8.5	1	1.1	·	1.1	-4.9	·
Cc1ccc(NC(=O)COC(=O)c2ccc3c(c2)NC(=O)C2CCCN32)cc1 (centres undefined)	1.4	0.19	15.6	0.8	0.8	-13.2	1.1	20.5	54.0
COc1ccc(NC(=O)OCC(C)C)cc1OC	0.8	-0.33	30.4	1.1	0.7	-16.3	1.4	-7.4	-4.2
CCn1c(SCC(=O)Nc2ccc(OC)c(OC)c2)nnc1-c1c[nH]c2ccccc12	1.6	·	42.9	0.1	0.6	-5.2	·	93.3*	7.8
O=C1CNC(=O)/C1=C\N1CCCCC1	0.9	1.05	-2.7	1	1	-9.2	1	2.2	0.5
COc1ccc(-c2csc(Nc3cccnc3)n2)cc1OC	0.8	0.18	79.1*	0.8	0.2	-5.0	1.2	21.9	2.8
COc1cccc(NC(=O)CNC(=O)c2ccc(F)cc2)c1	0.9	2.39	53.3*	0.6	0.5	2.5	1.1	41.5	-3.2
COc1ccc(Cn2cccc(NC(=O)Nc3cccc(C#N)c3)c2=O)cc1	1	0.25	19.2	0.9	0.8	·	0.9	5.4	·
S=c1[nH]nc(-c2cccc(Br)c2)o1	0.9	0.67	-15.7	1.1	1.2	2.3	1.1	-10.5	-5.3
Cc1ccc(C(C)C)c(OCCn2c(=O)oc3ccccc32)c1	0.9	-0.68	92.1*	0.2	0.1	-7.2	1	82.5*	7.7
Cc1occc1-c1nnc(SCC(=O)N2CCN(c3ccccc3)CC2)n1C	0.9	0.4	7.6	1.1	0.9	-13.8	1.2	-6.1	0.8
COC(=O)CC[C@@H](C(=O)O)N1C(=O)c2ccccc2C1=O	0.8	0.58	-2.8	1.1	1	-8.7	1.1	-13.9	-0.6
CCC1Sc2ccccc2N(CC(=O)NCCC(C)C)C1=O (centres undefined)	1.5	-0.16	30.0	0.8	0.7	·	1.2	17.4	·
CC1=C(C(=O)Nc2ccccc2)C(c2ccc(C)cc2)N=C(Nc2nc3ccccc3o2)N1 (centres undefined)	1.1	-0.13	11.3	0.7	0.9	6.2	·	34.6	2.0
COc1ccc(C)cc1NC(=O)CN(c1ccccc1)S(C)(=O)=O	1	-1.83	22.4	0.5	0.8	2.3	1.1	50.6*	0.9
O=C(C1=C(O)C(=O)N(Cc2ccccc2)C1c1ccncc1)c1ccco1 (centres undefined)	1	0.73	0.7	0.8	1	-23.1	1.1	23.2	1.7
O=C(COC(=O)c1cnccn1)c1ccccc1	0.9	0.09	8.5	0.2	0.9	5.4	1.2	81.7*	-3.8
COc1cc(OC)c(NS(=O)(=O)c2coc(C(N)=O)c2)cc1Cl	1	·	96.3*	0.8	0	6.0	1.2	17.3	2.7
CN(C)NC(=S)Nc1ccc(Cl)cc1	1	0.49	91.1*	0.8	0.1	11.2	·	24.4	-3.4
CCn1c(C)nc2cc(C(=O)n3cc(C(=O)c4cc(F)ccc4O)cn3)ccc21	2.1*	·	14.9	1.4	0.9	-3.7	1	-40.5	-1.1
CCCc1nnc(SCC(=O)N2CCCCC2)n1CC1CCCO1 (centres undefined)	0.9	-0.04	0.7	0.8	1	·	1.1	18.6	·
CC(C)N(Cc1nc(-c2ccccc2)no1)C(=O)COc1ccccc1	1.5	·	88.9*	0.4	0.1	20.9	1.1	64.2*	8.9
COc1cccc(C(c2nnnn2CS(=O)(=O)c2ccc(C)cc2)N2CCN(C)CC2)c1OC (centres undefined)	1.5	0.52	-6.7	0.9	1.1	1.5	1.1	5.0	-2.2
Cn1nc(-c2ccc(OCC(N)=O)cc2)c2ccccc2c1=O	0.8	0.83	-11.1	0.4	1.1	8.2	1.1	60.9*	-0.8
Cc1nc2c(o1)CCc1ccccc1C2O (centres undefined)	1.1	-0.2	22.1	1	0.8	5.5	·	0.5	-0.9
CC(=O)Nc1ccc2c(c1)nc(CCN1CCN(C)CC1)n2C	1	0.37	-9.6	1.1	1.1	-3.5	1	-12.5	-2.2
COc1ccc(CS(=O)(=O)/C(Cl)=C(/Cl)C(=O)Nc2ccc(OC)nc2)cc1	0.8	-1.32	45.0	0.3	0.6	-10.8	0.3	68.3*	-3.6
CCOc1ccc(Nc2oc(-c3ccco3)nc2C#N)cc1	0.9	-0.22	43.7	0.7	0.6	2.1	1.2	29.5	-2.5
CC(C)(C)NS(=O)(=O)c1ccc(CCC(=O)O)cc1	0.9	0.83	23.1	1.1	0.8	-16.9	1	-6.5	1.3
O=C(Nc1ccccc1C(F)(F)F)N1CCN(c2ccc3nnc(-c4ccc(F)cc4)n3n2)CC1	1.3	0.43	22.7	0.3	0.8	-3.2	1	65.4*	15.3
Cc1ccc(C(=O)NNC(=O)c2ccc(SCC3CCCO3)c([N+](=O)[O-])c2)cc1 (centres undefined)	1.3	0.22	-6.5	0.5	1.1	-15.0	1.1	47.1	-1.0
CC1CCCN(C(=O)c2ccc3nc[nH]c3c2)C1 (centres undefined)	1.7	-0.7	24.7	0.9	0.8	-1.8	1.2	7.4	-0.3
O=c1[nH]ncc2c3ccccc3n(Cc3ccc(F)cc3)c12	1.1	-0.73	45.9	0.3	0.5	-7.6	1	71.5*	-4.0
Fc1c(F)c(C(F)(F)F)c(F)c(F)c1N/N=C\c1cccs1	0.9	-1.77	1.6	0.9	1	-0.3	1.2	5.3	-5.7

An excerpt from above in order of their number in Mac1 fbg enh, rising:
SMILES	PLAP act	PTK2B oligo ant	CYP2C19 inhib	CYP2C9 act	CYP2C19 act	CD11b adhes inh	MT1-MMP txn act	CYP2C9 inh	Mac1 fbg enh
Cc1nc2c(o1)CCc1ccccc1C2O (centres undefined)	1.1	-0.2	22.1	1	0.8	5.5	·	0.5	-0.9
COc1cccc(C2C(C(=O)OC(C)C)=C(C)Nc3ncnn32)c1 (centres undefined)	1	-1.09	29.6	0.5	0.7	-18.3	1	48.0	-0.5
CC1CCCN(C(=O)c2ccc3nc[nH]c3c2)C1 (centres undefined)	1.7	-0.7	24.7	0.9	0.8	-1.8	1.2	7.4	-0.3
O=C1CNC(=O)/C1=C\N1CCCCC1	0.9	1.05	-2.7	1	1	-9.2	1	2.2	0.5
Cc1ccc(NC(=O)COC(=O)c2ccc3c(c2)NC(=O)C2CCCN32)cc1 (centres undefined)	1.4	0.19	15.6	0.8	0.8	-13.2	1.1	20.5	54.0

New compounds follow
SMILES	PLAP act	PTK2B oligo ant	CYP2C19 inhib	CYP2C9 act	CYP2C19 act	CD11b adhes inh	MT1-MMP txn act	CYP2C9 inh	Mac1 fbg enh
COc1ccccc1OCc1ccc(C(=O)OCC2CCCO2)o1 (centres undefined)	1.3	0.37	76.0*	1.2	0.2	-42.6	1.5	-15.5	-1.7
COc1ccc(-c2c3c(=O)n(C)c(=O)n(C)c3cn2Cc2cccnc2)cc1	1.1	-0.58	28.5	0.9	0.7	0.0	1.4	5.3	-3.3
O=C(CSc1nnc(CNC(=O)c2c(F)cccc2Cl)o1)Nc1ccccc1	0.9	0.85	2.2	1	1	10.1	·	1.5	-1.9
CCOC(=O)C1(C)NC(c2cc(OC)c(OC)c(OC)c2)C2C(=O)N(CC)C(=O)C21 (centres undefined)	1	0.33	-0.4	1	1	-16.5	1.1	-3.7	-2.4
